AddAB inh: less growth of phage-infected E. coli with AddAB; 330,000 compounds, 0.29% hits; E. coli expressing H. pylori AddAB, absorbance growth; inhibition, % at 11.9 µM; in the data active = inhibition above about 12%;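 also: 0% = vehicle wells of infected cells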
PfHsp90 set2: growth inhibition of yeast expressing Plasmodium Hsp90; 310,000 compounds, 0.32% hits; inhibition, % at 9.4 µM; S. cerevisiae expressing PfHsp90, BacTiter-Glo ATP, 48 h; yeast lacking PDR1 and PDR3 efflux regulators;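 active = every replicate shows inhibition above about 80%, whatever the replicate mean, limit read from the data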;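 also: 0% = DMSO neutral controls and 100% = 20 µM radicicol positive controls; yeast relying on Plasmodium falciparum Hsp90 in place of its own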
Rtt109 Vps75: C. albicans Rtt109 histone acetyltransferase inhibition. Q5AAJ8. purified Rtt109/Vps75, ThioGlo CoA-SH fluorescence, 4 h. inhibition, % at 34.9 µM. 330,000 compounds, 0.16% hits. AID 540336;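 active = inhibition of at least 50% in every replicate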
Target sequence (Q5AAJ8 whole entry, looked up): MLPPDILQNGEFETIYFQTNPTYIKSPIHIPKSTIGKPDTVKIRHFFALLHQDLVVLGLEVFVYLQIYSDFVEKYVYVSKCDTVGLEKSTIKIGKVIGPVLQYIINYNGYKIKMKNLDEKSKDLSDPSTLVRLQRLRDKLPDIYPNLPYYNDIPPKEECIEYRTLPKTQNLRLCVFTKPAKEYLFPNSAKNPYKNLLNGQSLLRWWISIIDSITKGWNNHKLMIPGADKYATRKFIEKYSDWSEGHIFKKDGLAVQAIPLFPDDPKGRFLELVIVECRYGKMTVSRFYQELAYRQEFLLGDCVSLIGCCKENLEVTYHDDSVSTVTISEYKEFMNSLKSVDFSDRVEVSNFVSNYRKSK
PvdQ acylase: P. aeruginosa PvdQ acylase inhibition; purified PvdQ acylase, fluorescence plate reader; inhibition, % at 10 µM; 340,000 compounds, 0.063% hits; in the data active = inhibition above about 30%, passing the limit was not always enough;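 also: 0% = vehicle neutral wells and 100% = reference inhibitor wells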
DAGLB inh: diacylglycerol lipase beta (human) inhibition. Q8NCG7. HEK293T DAGLB membrane lysate, EnzChek fluorogenic substrate. inhibition, % at 5.17 µM. 340,000 compounds, 0.059% hits; in the data active = inhibition above about 34%;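 also: 0% = enzyme with vehicle and 100% = wells lacking enzyme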
Target sequence (Q8NCG7 whole entry, looked up): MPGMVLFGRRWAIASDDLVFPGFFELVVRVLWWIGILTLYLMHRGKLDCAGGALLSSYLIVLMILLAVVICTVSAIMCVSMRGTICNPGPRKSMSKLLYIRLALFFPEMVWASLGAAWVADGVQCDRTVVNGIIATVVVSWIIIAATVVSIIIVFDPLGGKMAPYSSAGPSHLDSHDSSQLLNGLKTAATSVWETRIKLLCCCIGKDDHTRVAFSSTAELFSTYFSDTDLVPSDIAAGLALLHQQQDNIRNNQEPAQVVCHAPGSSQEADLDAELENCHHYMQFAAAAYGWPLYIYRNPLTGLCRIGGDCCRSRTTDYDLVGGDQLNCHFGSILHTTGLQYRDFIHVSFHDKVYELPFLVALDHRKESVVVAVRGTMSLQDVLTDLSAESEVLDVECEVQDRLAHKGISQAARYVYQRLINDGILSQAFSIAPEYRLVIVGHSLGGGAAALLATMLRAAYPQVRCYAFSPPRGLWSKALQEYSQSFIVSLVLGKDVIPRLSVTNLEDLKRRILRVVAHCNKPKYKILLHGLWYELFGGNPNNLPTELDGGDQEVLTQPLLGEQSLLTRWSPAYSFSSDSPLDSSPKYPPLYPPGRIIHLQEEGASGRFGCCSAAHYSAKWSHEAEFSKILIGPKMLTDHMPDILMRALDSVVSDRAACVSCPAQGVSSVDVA
E coli growth: reduces bacterial viability in AddAB counter-screen; E. coli V3065 growth, OD600 absorbance, 18 h; inhibition, % at 11.9 µM; 330,000 compounds, 0.27% hits; AID 449728;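 active = inhibition above the campaign's mean inhibition across all tested compounds plus 3 SD, cut at about 9.9% in these data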;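 also: uninfected addAB+ strain grown without phage in ampicillin broth; 0% = DMSO wells and 100% = ciprofloxacin 0.95 µg/ml wells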
Tat transport: E. coli Tat transport inhibition. E. coli MC4100 TorA-mCherry Tat export, fluorescence. inhibition, % at 10 µM. 340,000 compounds, 0.036% hits;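 active = mean replicate inhibition at least 50% and at least half of replicates individually reaching 50%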;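 also: exported cargo escapes ClpAP degradation while cytoplasmic cargo is degraded and loses fluorescence; 0% = median of neutral control wells and 100% = median of NaSCN control wells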
Wnt bcat act: Wnt/beta-catenin pathway activation. Wnt/beta-catenin reporter cell assay, activator, plate reader. activation, % at 9.35 µM. 300,000 compounds, 1.2% hits; in the data active = activation above about 30%, passing the limit was not always enough;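 also: 0% = neutral control wells and 100% = positive control wells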
phage Ecoli inh: E. coli growth loss with phage present; growth absorbance; inhibition, % at 11.9 µM; 360,000 compounds, 0.26% hits; in the data active = inhibition above about 11%
CAL PDZ inh: blocks peptide binding to human CAL PDZ domain | 330,000 compounds, 0.02% hits | inhibition, % at 20 µM | AID 504414 | purified CAL PDZ, TMR-peptide fluorescence polarization, 1 h;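 active = highest replicate inhibition of at least 40%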;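 also: plate controls were DMSO neutral control wells for no effect and unlabeled competitor peptide control wells for full effect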
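Material – purified CerCALP PDZ construct · Detection – FP readout, S and P plane fluorescence · Measure – percent inhibition from loss of millipolarization · Controls – unlabelled peptide for full inhibition, DMSO wells as neutral · Probe or stimulus – TMR-labelled reporter peptide T*-PRC34 bound in PDZ groove · Times – 1 h at RT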
* = called active by the depositor; x = not tested or not shown.

SMILES	AddAB inh	PfHsp90 set2	Rtt109 Vps75	PvdQ acylase	DAGLB inh	E coli growth	Tat transport	Wnt bcat act	phage Ecoli inh	CAL PDZ inh
CC(NC(=O)CN(c1cccc(C(F)(F)F)c1)S(=O)(=O)c1ccc(Cl)c([N+](=O)[O-])c1)c1ccccc1 (stereo not given)	0.1	-25	-1	-6	-3	2.1	6	-5	4.5	-1.5
Cc1ccc(-n2c(=S)[nH]c3[nH]ncc3c2=O)cc1	4.5	-17	x	-17	-2	3.3	-23	-1	2.3	0.4
Cc1nn(C)c(C)c1NS(=O)(=O)c1ccc(Cl)s1	0.2	14	-2	-5	1	-1.6	2	3	3.3	-3.9
COc1ccc2nc3n(c(=O)c2c1)-c1ccc(Cl)cc1C(=O)NC3Cc1ccccc1 (stereo not given)	2.4	x	x	x	x	-2.4	x	-2	1.5	x
CCOC(=O)c1c[nH]c2ccc3ccccc3c2c1=O	3.5	-77	4	-14	-12	-0.2	-2	3	0.1	-2.6
O=C(CSc1nnc(NC(=O)c2ccco2)s1)Nc1ccccc1Cl	2.4	16	-6	-9	2	1.4	-8	-3	0.9	-0.6
CCN(CC)c1nc2cc(OC)ccc2cc1C#N	1.4	0	1	-2	-9	-1.4	1	x	-0.5	-2.6
COc1ccc(Cl)cc1-n1c(=S)sc2c(=O)[nH]c(SCC(=O)C(C)(C)C)nc21	-0.3	0	5	-10	13	-5.0	5	0	0.5	-0.6
COc1ccccc1CNC(=O)CCCc1nnc2n(C)c(=O)c3sccc3n12	3.9	8	-2	9	-1	2.3	-4	-2	0.9	-1.9
CC1CC(C)(C)Nc2ccc(N=O)cc21 (stereo not given)	x	-76	-3	-1	2	x	5	6	3.8	-1.9
CCOc1[nH]n(-c2ccccc2)c(=O)c1C=Nc1ccc(C(=O)OC)cc1	-0.7	-1	13	-25	0	-1.1	-6	-4	4.7	-1.6
CCc1nc2ccccc2c(=O)n1NCCc1ccccc1	-2.4	-7	8	9	-6	-2.4	4	x	4.8	-0.9
Cc1cccc(NC2=NC(C)(C)N=C(N)N2)c1	4.2	-5	-5	-5	0	-0.2	-8	-1	2.9	-1.1
CS(=O)(=O)N1CC2CCCN2c2ccc(C(F)(F)F)cc21 (stereo not given)	3.9	-2	5	-10	1	-0.6	3	-2	4.9	0.5
O=C(CN1C(=O)S/C(=C/c2ccncc2)C1=O)Nc1ccccc1	-0.1	10	-8	-7	0	1.3	5	-1	0.4	-0.5
CNC(=O)Cn1ncc2c(C)n(Cc3ccc(C)cc3)c(C)c2c1=O	0.3	5	2	-12	1	0.2	-1	x	2.2	-0.3
O=C(CSCc1ccccc1)N1CCN(c2ccccc2)CC1	2.9	19	-2	-13	-3	0.2	-3	-3	3.1	-1.9
CC(C)c1ccc(OCC(=O)NC(Cc2c[nH]c3ccccc23)C(=O)O)cc1 (stereo not given)	4.1	14	7	-14	-2	1.2	-7	-1	2.2	0.3
CCC(CC)c1nnc(NC(=O)CN2C(=O)C3C4C=CC(C4)C3C2=O)s1 (stereo not given)	0.0	13	2	7	-4	2.1	6	x	1.0	-0.3
COc1cc(OC)c(NC(=S)NCc2ccc(F)cc2)cc1Cl	1.4	14	-9	4	-1	2.1	11	-1	1.6	-0.3
COc1ccc(CNC(=O)[C@@H]2CC=C[C@@H]3CCN(Cc4ccccc4)C(=O)[C@@H]32)cc1	-0.3	x	2	-7	-1	-2.2	0	0	1.7	-7.3
CCOc1ccc(CC(=O)NNC(=S)NC)cc1Br	-0.5	x	x	x	x	0.2	x	-1	2.8	x
O=C(CCC(=O)c1cccs1)NC(c1ccccc1)c1ccccc1	-4.3	-1	-2	-21	0	-0.9	13	-7	0.8	x
COc1cc(C=O)ccc1OCCSc1ccc(Cl)cc1	-0.7	19	0	-2	-7	1.1	10	8	0.7	x
Cn1c(=O)n(Cc2ccccc2)c(=O)c2c1nc1n2CCCN1Cc1ccccc1	3.5	-45	11	-1	1	2.0	7	-1	2.1	-0.6
COc1cccc(CNc2ccc(S(N)(=O)=O)cc2)c1OCc1ccccc1F	3.5	-1	8	0	0	2.9	1	-4	4.1	-2.7
CCOC(=O)N1CCN(C(=O)CSc2ccc3nnc(-c4ccccn4)n3n2)CC1	1.2	-11	-13	-17	-2	1.2	-5	-3	2.2	1.5
O=C(CSc1ncccn1)Nc1ccccc1	-0.8	x	-5	-13	2	0.2	-4	x	3.4	-1.8
O=C1C2C3CCC(C3NCc3ccccc3)C2C(=O)N1Cc1ccccc1 (stereo not given)	-1.0	15	3	-10	-7	-0.2	7	x	1.6	-0.9
CCCCn1ccnc1C(=O)c1ccc(S(=O)(=O)N(CCOC)CCOC)cc1	-3.5	-6	1	-14	0	-2.8	-4	x	1.9	1.9
CC(=O)Nc1ccc(S(=O)(=O)N=S(C)C)cc1	1.9	18	-1	7	-1	-1.2	0	0	2.1	0.7
Cc1ccccc1OCC(=O)N/N=C/c1cn(C)c2ccccc12	-0.1	-28	0	-5	2	1.1	4	-1	2.5	0.6
CCN(CC)CCCNC(=O)CSc1nc(-c2cccs2)cc(C(F)(F)F)n1	1.9	14	5	0	1	-0.5	-1	-1	2.6	-7.8
Cn1cc(-c2ccccc2)cc(C#N)c1=O	4.0	-5	-5	0	0	2.3	-6	0	4.5	-0.1
N#CC1=C(SCC(=O)Nc2cccc3cccnc23)NC(=O)C(C#N)C12CCCCC2 (stereo not given)	-3.9	x	0	-13	1	-4.9	12	0	0.8	-0.5
COc1ccccc1NC(=O)Nc1sccc1-c1nc2ccccc2s1	1.9	x	x	x	x	-1.3	x	15	2.7	x
CCCC(=O)NC(c1ccc(OC)c(OC)c1)c1c(O)ccc2ccccc12 (stereo not given)	1.3	2	15	-16	2	0.4	4	x	5.2	-2.4
CC(=O)Nc1ccc(SC(C)C(=O)NC2CCCC2)cc1 (stereo not given)	3.8	-21	-5	-7	-1	-0.2	5	-4	-1.0	-2.1
COc1ccccc1-c1nc(C#N)c(N2CCN(Cc3ccccc3)CC2)o1	3.9	-31	5	-14	-4	-0.9	6	x	1.5	x
Oc1ccccc1-c1nc(/C=C/c2ccccc2)nn1-c1ccccc1	-1.8	-9	18	-2	-10	-3.1	11	1	3.0	-0.8
O=C(C1CCCN(Cc2cc(Br)ccc2O)C1)N1CCCCC1 (stereo not given)	-2.4	-10	1	-13	-2	-1.0	-3	6	1.1	-0.8
O=c1c2c(nc3cc(-c4ccc(Br)cc4)[nH]n13)CCCC2	2.0	0	0	2	-1	1.3	-3	14	4.0	-2.5
CCOC(=O)C(CC)Sc1nc2c(cnn2-c2ccccc2)c(=O)[nH]1 (stereo not given)	-1.1	4	-6	0	8	1.6	-5	-4	2.7	-1.6
CCOC(=O)c1ccc(NC(=O)c2nc[nH]c2C(=O)NCC(=O)OC(C)(C)C)cc1	-0.1	2	7	-2	-2	0.2	-44	-9	-1.7	-3.1
Nc1cc(-c2ccccc2)nn1Cc1ccc(Cl)cc1	0.2	22	10	0	-8	-2.5	-7	x	1.6	0.4
Cc1ccc(Cn2nnnc2CN2CCC(NC(=O)c3ccc(Br)cc3)CC2)cc1	0.0	-17	2	-6	-1	-1.7	-2	-4	3.4	-0.7
CCCc1cc(=O)[nH]c(SCC(=O)N2CCOCC2)n1	1.5	-2	3	2	-5	-1.8	9	4	-1.9	-3.5
O=C(CNC(=O)c1ccccc1F)Nc1ccncc1	-0.8	7	-8	-11	1	-0.3	-1	0	1.1	-2.3
CC(C)(C)C(=O)NC1=NN(c2c(Cl)cc(Cl)cc2Cl)C(=O)C1	1.4	-7	10	6	8	2.5	-7	2	-0.2	-1.7
CCCCNC(=O)OCCSCCS(=O)(=O)c1ccc(Cl)cc1	0.2	-9	-5	-7	-1	-2.2	4	-2	-0.1	-0.4
CCC(CC)c1nnc(NC(=O)c2c(C)nn(Cc3ccccc3Cl)c2C)s1	2.2	13	26	2	-2	0.0	8	x	4.6	1.2
CCn1c(SCC(=O)NCc2ccco2)nnc1-c1c[nH]c2ccccc12	0.9	2	-2	16	0	-0.8	2	x	-0.8	-1.4
Nc1ncc([N+](=O)[O-])c(Oc2ccccc2F)n1	-1.1	-30	-1	-7	1	-0.8	0	-4	2.3	-0.2
Cc1cc(Cl)ccc1NC(=O)COC(=O)c1c(C)noc1C	-0.8	-7	-4	-10	0	-1.9	-2	2	0.3	0.8
CS(=O)(=O)N1CCC(C(=O)N2CCN(c3ccccc3F)CC2)CC1	3.5	-2	-10	-18	-1	-0.3	0	-1	4.5	-0.6
Brc1cccc(-c2nnc3sc(CNC4CCCC4)cn23)c1	-0.2	-13	-6	-15	0	-2.7	-5	-5	1.9	0.4
CN(C(=O)C1CCN(S(=O)(=O)c2ccccc2)CC1)c1c(N)n(Cc2ccccc2)c(=O)[nH]c1=O	-0.9	-9	14	-10	4	-0.9	-2	2	-2.8	-1.7
CNc1nnc(SCC(=O)c2c(N)n(C3CC3)c(=O)[nH]c2=O)s1	x	-9	-1	-4	2	x	6	6	1.9	-0.8
COCCN1CCn2c(nc3cc([N+](=O)[O-])ccc32)C1	-0.9	19	5	-10	0	1.3	1	-3	3.4	0.2
COc1ccc(-n2nc3ccc(NS(C)(=O)=O)cc3n2)cc1Cl	2.9	-39	1	-11	1	0.9	-5	x	3.6	-1.9

Taken from the results shown (3 entries):
SMILES	AddAB inh	PfHsp90 set2	Rtt109 Vps75	PvdQ acylase	DAGLB inh	E coli growth	Tat transport	Wnt bcat act	phage Ecoli inh	CAL PDZ inh
CNc1nnc(SCC(=O)c2c(N)n(C3CC3)c(=O)[nH]c2=O)s1	x	-9	-1	-4	2	x	6	6	1.9	-0.8
COCCN1CCn2c(nc3cc([N+](=O)[O-])ccc32)C1	-0.9	19	5	-10	0	1.3	1	-3	3.4	0.2
COc1ccc(-n2nc3ccc(NS(C)(=O)=O)cc3n2)cc1Cl	2.9	-39	1	-11	1	0.9	-5	x	3.6	-1.9

Next entries follow.
SMILES	AddAB inh	PfHsp90 set2	Rtt109 Vps75	PvdQ acylase	DAGLB inh	E coli growth	Tat transport	Wnt bcat act	phage Ecoli inh	CAL PDZ inh
COCCN(C(=O)Cc1cccs1)C(C(=O)NCc1ccc(OC)cc1)c1ccc(C)cc1 (stereo not given)	0.1	-15	10	-5	0	-1.4	7	x	-1.0	-2.8
C#C[C@]1(O)CC[C@H]2[C@@H]3CCC4=C(CCC(=O)C4)[C@H]3CC[C@@]21C	-0.2	15	1	-9	0	-0.9	-6	-2	3.6	-0.4
CCOC(=O)C1CCN(CC(=O)Nc2c(C(=O)OC)n(C)c3cccc(C)c23)CC1	1.4	-5	0	-8	-1	-4.1	9	x	-0.2	-0.2
CN(c1ccccc1)S(=O)(=O)c1cc(C(=O)NCCCn2ccnc2)ccc1Cl	0.3	x	2	-10	0	0.0	4	1	0.9	0.8
CN(C(=O)COC(=O)c1ccccc1Cc1ccccc1)c1c(N)n(Cc2ccccc2)c(=O)[nH]c1=O	-1.7	-10	4	9	0	-2.3	2	-5	2.4	-1.9
COc1ccccc1C(=O)NCCC(=O)N1CCCCCCC1	-1.0	16	3	2	0	1.4	1	-2	3.2	0.3
CC(C)CNC(=O)C1CCN(S(=O)(=O)c2ccc3c(c2)OCCO3)CC1	2.6	23	-2	-10	2	0.9	3	0	-1.0	-0.7
O=C(O)c1ccc(/C=N/NC(=O)c2cc3ccccc3cc2O)cc1	3.5	18	-5	-8	1	1.9	-5	2	3.0	-1.3
Cn1c(C(=O)N2CCN(c3ccccc3)CC2)cc2cc(Cl)ccc21	3.5	-7	-4	-16	-4	2.1	-7	-1	3.2	-0.7

Compound activity from PubChem BioAssay.
